Screens (PubChem)
Htt clearance = clearance of mutant huntingtin inclusions, primary screen, imaging, HeLa Exon1htt(103Q)mCFP, confocal imaging | inhibition, % at 1.5 µM | 0.42% of 47,000 active | AID 853, 2007 | aggregate imaging; zero = plate's median compound well;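 active = inhibition of aggregate fluorescence above about 70%, also judged a hit by eye on the cell image, limit read from the data, passing the limit was not always enough; inconclusive = no rule stated for this call; inactive = not judged a hit on image review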;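 note: cells exposed to compound for three days before fixation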
Htt clearance grain fraction = recorded beside Htt clearance, whose call it bears; fraction fluorescence in grains; measured here: aggregate grain fluorescence fraction; stronger effect = lower value;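 scaled fraction of total cell fluorescence in grains with unit not stated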
* = called active by the depositor. An excerpt, so the mix of outcomes need not match the whole.

For CCCc1cc(=O)n2[nH]c(-c3ccc(Br)cc3)cc2n1 the results were Htt clearance 3.0 and Htt clearance grain fraction 16.2.
For CCC(=O)N1CCc2cc(S(=O)(=O)NCCC(=O)N3CCN(Cc4ccccc4)CC3)ccc21 the results were Htt clearance inconclusive.
Screening COC(=O)COc1cccc2c(=O)n(CC(=O)N3CCCc4ccccc43)ccc12 returned Htt clearance 31.6 and Htt clearance grain fraction 32.1.
Screening O=C(O)C1C2C=CC(C2)C1C(=O)NCc1ccoc1 (stereo not drawn) returned Htt clearance 59.7 and Htt clearance grain fraction 14.5.
Screening O=C(C1CC(=O)N(C2CCCC2)C1)N1CCC(Cc2ccccc2)CC1 (stereo not drawn) returned Htt clearance 17.9 and Htt clearance grain fraction 16.8.
For C=CCNC(=O)C1CC=CCC1C(=O)O (stereo not drawn) the results were Htt clearance 3.6 and Htt clearance grain fraction 36.6.
Cn1c(CSc2nc3ccccc3s2)nnc1SCC(=O)NCc1cccnc1 was read as Htt clearance 48.4 and Htt clearance grain fraction 10.1.
CCOC(=O)c1cc2c(=O)n3ccccc3nc2n(CCCOC)c1=NC(=O)c1cccnc1 was read as Htt clearance -0.3 and Htt clearance grain fraction 19.4.
For Cc1c(NC(=O)c2coc(=O)c(Br)c2)c(=O)n(-c2ccccc2)n1C the results were Htt clearance -24.2 and Htt clearance grain fraction 29.3.
`CCN(CC)CCCNc1nc(-c2ccccc2)nc2ccccc12` gave Htt clearance -46.9 and Htt clearance grain fraction 31.3.
`COc1ccc(NS(=O)(=O)c2cc(C)ccc2OC)cc1OC` gave Htt clearance 7.9 and Htt clearance grain fraction 15.8.
Screening CCOC(=O)C1=C(C)OC(N)=C(C#N)C1c1cc(Cl)c(OCC(N)=O)c(OC)c1 (stereo not drawn) returned Htt clearance -11.2 and Htt clearance grain fraction 26.3.
For O=C(Nc1ccc(N2CCOCC2)cc1)c1cn2ccccc2n1 the results were Htt clearance -53.1 and Htt clearance grain fraction 44.8.
CN(C)S(=O)(=O)c1ccc(-c2cn3ccccc3n2)cc1 was read as Htt clearance 21.5 and Htt clearance grain fraction 15.3.
For COc1ccc(N2CCN(CCNC(=O)Nc3ccc(Cl)cc3)CC2)cc1 the results were Htt clearance -29.9 and Htt clearance grain fraction 30.7.
For O=C(NC1CCCC1)C1CCCN1C(=O)Nc1ccc(Cl)cc1 (stereo not drawn) the results were Htt clearance 13.0 and Htt clearance grain fraction 15.8.
`Cc1oc(C(=O)O)cc1COc1ccccc1Cl` gave Htt clearance 24.8 and Htt clearance grain fraction 12.5.
Screening CCCCCOC(=O)C1[C@H]2C(=O)N(Cc3cccs3)C[C@]23C=C[C@H]1O3 (stereo partly drawn) returned Htt clearance 7.5 and Htt clearance grain fraction 32.4.
Screening CCOC(=O)CC1C(=O)NCCN1C(=O)c1c(F)cccc1F (stereo not drawn) returned Htt clearance -10.6 and Htt clearance grain fraction 22.2.
`CN1CC=C2C(C#N)=C(N)C(C#N)(C#N)[C@H](c3cccs3)[C@H]2C1` gave Htt clearance 14.8 and Htt clearance grain fraction 15.8.
Screening Cc1cc(C(=O)Nc2sc3c(c2C#N)CCCCC3)cs1 returned Htt clearance -20.9 and Htt clearance grain fraction 22.6.
`Cc1ccc(C)c(NS(=O)(=O)c2ccc(OCC(=O)N3CCOCC3)cc2)c1` gave Htt clearance 24.4 and Htt clearance grain fraction 15.2.
`C=CCOC(=O)C1=C(C)NC(SCC(=O)Nc2nccs2)=C(C#N)C1c1ccc(Cl)cc1` (stereo not drawn) gave Htt clearance 42.9 and Htt clearance grain fraction 22.8.
CCOC(=O)C1=C(c2ccccc2)O/C(=C(/C(=O)OC)C(F)(F)F)S1 was read as Htt clearance -33.2 and Htt clearance grain fraction 30.
Cc1cc(C)nc(-n2nc(C)cc2NC(=O)c2ccc(Br)o2)n1 was read as Htt clearance 0.1 and Htt clearance grain fraction 17.8.
For Cc1cc(-c2csc(N)n2)c(C)n1CCc1ccccc1 the results were Htt clearance -18.6 and Htt clearance grain fraction 38.8.
Screening CC(C)c1nc2ccc(C(=O)O)cc2[nH]1 returned Htt clearance 12.5 and Htt clearance grain fraction 15.6.
Screening O=C(NCCCN=C1NS(=O)(=O)c2ccccc21)c1ccc(S(=O)(=O)N2CCOCC2)cc1 returned Htt clearance 32.8 and Htt clearance grain fraction 20.7.
Cn1c(SCC(=O)c2ccc3c(c2)OCO3)nnc1-c1ccccn1 was read as Htt clearance -48.7 and Htt clearance grain fraction 29.5.
COc1cc(/C=N\NC(=O)CN2CCOCC2)ccc1OCC(=O)Nc1ccc(C)c(C)c1 was read as Htt clearance 27.9 and Htt clearance grain fraction 27.2.
S=C(c1ccc(Br)cc1)N1CCN(Cc2ccccc2)CC1 was read as Htt clearance 22.8 and Htt clearance grain fraction 30.
`CCOc1ccc2nc(NCCCNS(=O)(=O)c3ccc(F)cc3)c(C#N)cc2c1` gave Htt clearance 12.6 and Htt clearance grain fraction 17.5.
`CCc1cc2c(SCC(=O)c3cccs3)ncnc2s1` gave Htt clearance 14.0 and Htt clearance grain fraction 14.8.
For CCOC(=O)C1=C(C)NC(=O)C1(NC(=O)c1cccnc1)C(F)(F)F (stereo not drawn) the results were Htt clearance 7.2 and Htt clearance grain fraction 15.5.
`COc1ccc(-c2cc(C(F)(F)F)nc(SCC(=O)N3CC(C)OC(C)C3)n2)cc1OC` (stereo not drawn) gave Htt clearance 23.2 and Htt clearance grain fraction 29.9.
`Cn1c(N)c(C(=O)COC(=O)CCC(=O)c2cccs2)c(=O)n(C)c1=O` gave Htt clearance 47.7 and Htt clearance grain fraction 11.4.
Screening CCOc1ccccc1Oc1c(C)oc2c(CN3CCN(CCO)CC3)c(O)ccc2c1=O returned Htt clearance 30.3 and Htt clearance grain fraction 30.1.
CC(=O)NCCOc1cccc(OCCNC(C)=O)c1 was read as Htt clearance 41.0 and Htt clearance grain fraction 11.5.
`O=C(CN(c1ccc(F)cc1)S(=O)(=O)c1ccc2c(c1)OCCO2)Nc1cccnc1` gave Htt clearance 49.6 and Htt clearance grain fraction 10.3.
Screening O=C(CSc1ccccc1)Nc1ccccc1N1CCOCC1 returned Htt clearance 33.8 and Htt clearance grain fraction 24.
Cc1nc(=S)c2ccccc2[nH]1 was read as Htt clearance -14.3 and Htt clearance grain fraction 22.2.
For Cn1c(SC2=CS(=O)(=O)c3ccccc32)nc2ccccc21 the results were Htt clearance 8.8 and Htt clearance grain fraction 18.9.
Screening O=C(c1ccc(COc2ccccc2Cl)o1)N1CCN(c2ccccc2)CC1 returned Htt clearance 12.9 and Htt clearance grain fraction 32.2.
`COc1cc(-c2nnc(-c3ccc(N4CCOCC4)cc3)o2)cc(OC)c1OC` gave Htt clearance -37.2 and Htt clearance grain fraction 28.7.
OCCN1CCN(CC#CCn2c3ccccc3c3ccccc32)CC1 was read as Htt clearance -30.8 and Htt clearance grain fraction 46.5.
For CCOC(=O)c1sc2cccc(F)c2c1N the results were Htt clearance 16.8 and Htt clearance grain fraction 16.4.
Screening CCOc1ccccc1NC(=O)N1CCCC1C(=O)Nc1ccc(NC(C)=O)cc1 (stereo not drawn) returned Htt clearance -5.2 and Htt clearance grain fraction 35.2.
For CS(=O)(=O)N(CC(=O)NCc1ccncc1)Cc1ccc(Cl)cc1 the results were Htt clearance -17.8 and Htt clearance grain fraction 22.1.
For Cn1c(=O)c2c(nc(NCCc3ccccc3)n2Cc2ccc(F)cc2)n(C)c1=O the results were Htt clearance 18.8 and Htt clearance grain fraction 33.2.
Screening O=c1cc(O)nc(SCc2ccc(Cl)cc2)[nH]1 returned Htt clearance 21.2 and Htt clearance grain fraction 26.7.
`O=C(NCCCn1ccnc1)c1cc2nc(-c3ccc(Br)cc3)cc(C(F)(F)F)n2n1` gave Htt clearance 47.8 and Htt clearance grain fraction 8.67.
Screening O=C(CN(c1ccc(F)cc1)S(=O)(=O)c1ccc2c(c1)OCCO2)Nc1ccc2c(c1)OCO2 returned Htt clearance 61.5 and Htt clearance grain fraction 7.46.
Screening c1ccc(-c2nnn(C34CC5CC(CC(C5)C3)C4)n2)cc1 returned Htt clearance -7.5 and Htt clearance grain fraction 18.7.
CCn1cnc2cc(NC(=O)c3ccco3)ccc21 was read as Htt clearance 10.7 and Htt clearance grain fraction 16.3.
Screening CC(C)(C)C(=O)CN1C(=O)C2(OCCO2)c2ccccc21 returned Htt clearance 46.6 and Htt clearance grain fraction 10.8.
`C1=C(c2ccccc2)Nc2nnnn2C1c1cccs1` (stereo not drawn) gave Htt clearance -33.8 and Htt clearance grain fraction 50.4.
`CC1CCN(CCc2nc3cc(NC(=O)NC4CCCCC4)ccc3n2C)CC1` gave Htt clearance 25.7 and Htt clearance grain fraction 32.2.
`O=C(c1ccc(-n2cnnn2)cc1)N1CCOCC1` gave Htt clearance -21.6 and Htt clearance grain fraction 46.7.
`Cc1ccc(NC(=O)C2CCCN(c3ncccn3)C2)cc1F` (stereo not drawn) gave Htt clearance 18.1 and Htt clearance grain fraction 30.7.
For O=C(Nc1ccccc1C(=O)N1CCOCC1)c1ccco1 the results were Htt clearance 64.3 and Htt clearance grain fraction 12.1.

In the list so far, 5 have bromine.
For CCCc1cc(=O)n2[nH]c(-c3ccc(Br)cc3)cc2n1 the results were Htt clearance 3.0 and Htt clearance grain fraction 16.2.
For Cc1c(NC(=O)c2coc(=O)c(Br)c2)c(=O)n(-c2ccccc2)n1C the results were Htt clearance -24.2 and Htt clearance grain fraction 29.3.
Cc1cc(C)nc(-n2nc(C)cc2NC(=O)c2ccc(Br)o2)n1 was read as Htt clearance 0.1 and Htt clearance grain fraction 17.8.
S=C(c1ccc(Br)cc1)N1CCN(Cc2ccccc2)CC1 was read as Htt clearance 22.8 and Htt clearance grain fraction 30.
`O=C(NCCCn1ccnc1)c1cc2nc(-c3ccc(Br)cc3)cc(C(F)(F)F)n2n1` gave Htt clearance 47.8 and Htt clearance grain fraction 8.67.

New compounds follow.
For Cn1c(=O)c2c(-c3ccccc3)n(Cc3cccnc3)cc2n(C)c1=O the results were Htt clearance 18.0 and Htt clearance grain fraction 30.2.
For Cc1cc(C)nc(SCCS(=O)Cc2ccc(Cl)cc2)n1 (stereo not drawn) the results were Htt clearance 18.1 and Htt clearance grain fraction 15.8.
Screening COc1ccc(/C=C2\CCOC2=O)cc1 returned Htt clearance -16.7 and Htt clearance grain fraction 46.4.
`O=C(CCn1c(=O)oc2ccccc21)N1CCN(C(c2ccccc2)c2ccccc2)CC1` gave Htt clearance 32.7 and Htt clearance grain fraction 28.6.
O=C(NC(Cc1ccccc1)C(=O)O)OCc1ccccc1 (stereo not drawn) was read as Htt clearance -17.1 and Htt clearance grain fraction 24.
`Cc1oc(-c2ccccc2F)nc1CS(=O)(=O)CC(=O)NCc1ccco1` gave Htt clearance 25.6 and Htt clearance grain fraction 24.8.
`CC(=O)c1ccc(NC(=O)C2CC(c3ccc(F)cc3)=NO2)cc1` (stereo not drawn) gave Htt clearance 27.2 and Htt clearance grain fraction 26.4.
Screening O=C(O)C1C2C=CC3(O2)C1C(=O)N1c2ccccc2C2OCCC2C13 (stereo not drawn) returned Htt clearance -41.4 and Htt clearance grain fraction 27.3.
`O=C(c1ccc(C#CC2(O)CCCCC2)cc1)N1CCN(Cc2ccccc2)CC1` gave Htt clearance 41.0 and Htt clearance grain fraction 24.8.
`Cc1ccsc1C=Nc1ccc(O)cc1` gave Htt clearance 8.6 and Htt clearance grain fraction 16.5.
`OC(CN1CCN(c2ccccn2)CC1)Cn1c2ccccc2c2ccccc21` (stereo not drawn) gave Htt clearance 4.7 and Htt clearance grain fraction 17.7.
`CCn1cc(C(=O)Nc2cccc(NC(C)=O)c2)c2cc(OC)c(OC)cc2c1=O` gave Htt clearance 31.9 and Htt clearance grain fraction 21.5.
Screening Cc1c(N=C/C=C/c2ccccc2)c(=O)n(-c2ccccc2)n1C returned Htt clearance 39.8 and Htt clearance grain fraction 11.8.
`Cc1nc(C)n(C(=O)N(c2ccccc2)c2ccccc2)n1` gave Htt clearance -42.1 and Htt clearance grain fraction 27.6.
Screening O=CNCCCc1nc2ccccc2n1Cc1ccccc1 returned Htt clearance -16.2 and Htt clearance grain fraction 20.8.

Part of the list above in order of length of the SMILES, largest number first:
Screening CC(C)(C)C(=O)CN1C(=O)C2(OCCO2)c2ccccc21 returned Htt clearance 46.6 and Htt clearance grain fraction 10.8.
OCCN1CCN(CC#CCn2c3ccccc3c3ccccc32)CC1 was read as Htt clearance -30.8 and Htt clearance grain fraction 46.5.
`Cc1ccsc1C=Nc1ccc(O)cc1` gave Htt clearance 8.6 and Htt clearance grain fraction 16.5.

Carrying on.
COC(=O)C(C(=O)Nc1ncccn1)C1CCCCCC1 (stereo not drawn) was read as Htt clearance 9.1 and Htt clearance grain fraction 16.8.
CCOC(=O)N1CCN(C(=O)C2CCCN(S(=O)(=O)c3cccnc3)C2)CC1 (stereo not drawn) was read as Htt clearance 28.8 and Htt clearance grain fraction 34.4.
Screening Cc1ccc(Cn2nc(C)c(NC(=O)c3nn(C)cc3Cl)c2C)cc1 returned Htt clearance 51.7 and Htt clearance grain fraction 9.42.
`CCOC(=O)C1=C(C)Nc2nnnn2C1c1cccc(OC)c1OC` (stereo not drawn) gave Htt clearance 3.3 and Htt clearance grain fraction 29.7.
For CN(C(=O)c1ccccn1)c1nnc(-c2ccccn2)s1 the results were Htt clearance 1.9 and Htt clearance grain fraction 41.4.
`CC(C)CCOC(=O)C1C2C=CC3(CN(Cc4cccs4)C(=O)C13)O2` (stereo not drawn) gave Htt clearance 47.0 and Htt clearance grain fraction 17.1.
CCN1CCCC1CNC(=O)c1c(O)c2c([nH]c1=O)CCCC2 (stereo not drawn) was read as Htt clearance -31.1 and Htt clearance grain fraction 47.6.
`O=C(CN1CCCC1)N1CCCc2c1c(=O)oc1ccc(OCc3ccccc3)cc21` gave Htt clearance -4.5 and Htt clearance grain fraction 34.2.
`Cc1nnc(NC(=O)CCC(=O)NCc2cccs2)s1` gave Htt clearance -26.9 and Htt clearance grain fraction 51.
Cc1ccc(C(=O)COC(=O)CNC(=O)COc2ccccc2C)cc1C was read as Htt clearance -3.7 and Htt clearance grain fraction 22.9.
CSc1nc(-c2ccccc2)nc(N2CCN(C)CC2)c1C(C)=O was read as Htt clearance 31.4 and Htt clearance grain fraction 21.1.
